NadD block – blocks S. aureus nicotinate mononucleotide adenylyltransferase; purified NadD enzyme, colorimetric absorbance read-out; inhibition, % at 20 µM; 360,000 compounds, 0.78% hits; AID 602399; in the data active = inhibition above about 26%; also: some compounds past the cut are filed as inactive
SKN-1 block – inhibitors of C. elegans SKN-1. 360,000 compounds, 0.49% hits. inhibition, % at 21.8 µM. C. elegans VP596 Pgst-4::GFP/RFP ratio, acrylamide-induced, 24 h;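 active = interference check ratio from 0.5 to 1.5 plus GFP to RFP signal ratio inhibition reaching or exceeding a fixed threshold, cut at about 30% in these data, passing the limit was not always enough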; also: some compounds called inactive have numbers as strong as hits
LMPTP inh – blocks human LMPTP phosphatase; recombinant LMPTP-A, OMFP fluorogenic substrate, fluorescence intensity; AID 651560; P24666; inhibition, % at 20 µM; 360,000 compounds, 0.22% hits;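 active = compounds that cut the enzyme signal by at least half of the control window in the single-dose screen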;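 also: plate controls were DMSO wells with enzyme plus substrate for no effect and substrate without enzyme for full effect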
Target sequence (P24666 whole entry, looked up): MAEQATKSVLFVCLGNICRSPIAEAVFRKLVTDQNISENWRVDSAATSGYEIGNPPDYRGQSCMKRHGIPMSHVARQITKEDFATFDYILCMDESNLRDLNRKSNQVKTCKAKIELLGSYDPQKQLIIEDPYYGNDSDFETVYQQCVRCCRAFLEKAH
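Test system – LMPTP-A enzyme · Amount – LMPTP-A at 0.625 nM final in the reaction · Buffer or medium – Bis-Tris pH 6.0, DTT, detergent · Reagent – OMFP 400 µM · Doses – single 20 µM dose · Schedule – reaction 50 min, room temperature, dark · Detection – fluorescence intensity of OMFP turnover product · Evaluation – percent inhibition versus substrate-only and uninhibited controls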
TbMetRS inhib – blocks T. brucei methionyl-tRNA synthetase activity; inhibition, % at 11.9 µM; 360,000 compounds, 0.4% hits; purified T. brucei MetRS, ATP depletion, Kinase-Glo luminescence; AID 624268;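 active = inhibition above a per-plate cutoff of the control wells' mean inhibition plus 3 SD, cut at about 5.5% in these data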;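 also: 0% = DMSO wells median and 100% = median of wells with control inhibitor compound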
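Dosing: 11.9 µM compound single dose, 0.9% DMSO; Assay system: purified T. brucei MetRS enzyme; Measured by: Kinase-Glo luciferase luminescence reporting remaining unconsumed ATP; Schedule: 15 min plus 2 h at 25 °C.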
DNMT1 inh – DNMT1 (human) enzyme inhibition. P26358. DNMT1 molecular beacon, Hinp1I cleavage, fluorescence. AID 588458. inhibition (reported as % activation of signal), % at 10 µM. 360,000 compounds, 0.83% hits; in the data active = inhibition above about 50%
STEP inh – STEP (human) phosphatase inhibition; AID 588621; inhibition, % at 20 µM; P54829; recombinant STEP, OMFP fluorogenic substrate, fluorescence; 360,000 compounds, 0.25% hits;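 active = inhibition at 20 µM, scaled per plate between control wells, above about 37%, limit read from the data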;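 also: 0% = DMSO with enzyme and substrate and 100% = substrate only without enzyme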
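Measure: Control-normalized % inhibition with plate pattern correction | Test system: STEP phosphatase, cell-free reaction | Medium: pH 6.0 Bis-Tris with DTT and Tween 20 | Technique: Fluorescence, 480/540 nm | Times: Reaction 20 min, ambient temperature | Doses: Single compound dose of 20 µM, 1% DMSO final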
SUMO1 PPI mod – alters human SUMO1 binding to SIM partners; SUMO1 binding to a labelled peptide, TR-FRET, 1 h; 360,000 compounds, 0.33% hits; AID 602429; P63165; inhibition, % at 20 µM; in the data active = inhibition above about 37%
Target sequence (P63165 whole entry, looked up): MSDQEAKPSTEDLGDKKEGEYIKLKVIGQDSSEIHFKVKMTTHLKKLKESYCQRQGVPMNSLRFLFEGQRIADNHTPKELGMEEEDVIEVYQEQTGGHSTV
Neddyl block – inhibitors of human cullin neddylation; P61081+Q13564; TR-FRET cullin neddylation, biochemical; calls only at 25 µM; 360,000 compounds, 0.58% hits; in the data active = inhibition above about 36%
Target sequence (P61081 whole entry, looked up): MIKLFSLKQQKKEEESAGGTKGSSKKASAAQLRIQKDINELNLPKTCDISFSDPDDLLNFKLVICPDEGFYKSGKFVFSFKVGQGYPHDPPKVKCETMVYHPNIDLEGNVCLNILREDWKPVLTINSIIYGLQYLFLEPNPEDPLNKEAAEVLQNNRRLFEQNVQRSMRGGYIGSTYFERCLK
Target sequence (Q13564 whole entry, looked up): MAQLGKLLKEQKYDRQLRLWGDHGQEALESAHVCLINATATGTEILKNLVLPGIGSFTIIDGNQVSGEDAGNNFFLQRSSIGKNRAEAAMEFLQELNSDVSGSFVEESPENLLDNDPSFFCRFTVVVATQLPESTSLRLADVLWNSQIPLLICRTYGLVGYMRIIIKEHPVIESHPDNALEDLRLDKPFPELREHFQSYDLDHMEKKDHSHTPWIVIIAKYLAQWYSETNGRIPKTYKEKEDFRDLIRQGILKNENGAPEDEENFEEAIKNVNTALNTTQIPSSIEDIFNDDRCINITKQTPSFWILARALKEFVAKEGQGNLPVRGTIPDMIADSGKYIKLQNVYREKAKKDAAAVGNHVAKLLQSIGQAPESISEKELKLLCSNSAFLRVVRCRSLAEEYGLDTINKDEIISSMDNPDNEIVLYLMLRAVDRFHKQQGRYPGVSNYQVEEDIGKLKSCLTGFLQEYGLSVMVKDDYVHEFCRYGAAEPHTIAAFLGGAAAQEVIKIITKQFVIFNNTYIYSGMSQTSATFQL
CendR NRP1 mod – NRP-1/CendR interaction modulation | O14786 | FAM-RPARPAR peptide binding to NRP-1, fluorescence polarization | inhibition, % at 25 µM | 360,000 compounds, 0.85% hits | AID 602438;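 active = inhibition or corrected inhibition above about 18%, plus a signal ratio from 0.5 to 1.5, limit read from the data, passing the limit was not always enough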; also: strong numbers were not always called active
Scp1 inh – inhibitors of human Scp-1 phosphatase | Q9GZU7 | Recombinant Scp1, phosphopeptide, malachite green phosphate absorbance | inhibition, % at 20 µM | 340,000 compounds, 0.88% hits | AID 493091;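 active = inhibition above about 50% at 20 µM, limit read from the data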;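 also: plate controls were DMSO wells with enzyme for no effect and wells lacking enzyme for full effect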
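Material: truncated SCP-1 phosphatase (76-261aa) / Buffer or medium: 50 mM Tris acetate pH 5.5, 0.005% Tween-20, 10 mM MgCl2 / Compound dosing: one concentration, 20 µM, with 1.0% DMSO / Incubation: 45 min room-temperature reaction, 5 min colour, 30 min stabiliser / Detection: colorimetric free-phosphate detection, absorbance 630 nm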
Numbers without * were called inactive; i = inactive; / = not tested or not shown; + = active, no number.

Structure	NadD block	SKN-1 block	LMPTP inh	TbMetRS inhib	DNMT1 inh	STEP inh	SUMO1 PPI mod	Neddyl block	CendR NRP1 mod	Scp1 inh
CC(C)(C)c1ccc(C(=O)NC(=S)N2CCCCCC2)cc1	3	1	2.2	-0.1	-1	5	20	i	-5	-2
Cc1ccc(C(=O)Nc2cccc3ccccc23)o1	-10	15	0.9	-0.8	-11	-4	-1	i	7	-7
CCCOc1ccc(-c2c(C(=O)N/N=C/c3ccncc3)nnn2-c2nonc2N)cc1	10	15	2.9	0.8	-2	-2	2	i	6	-5
O=S(=O)(c1cccc2nsnc12)N1CCN(C/C=C/c2ccccc2)CC1	-2	19	0.1	0.8	-2	3	-23	i	-1	0
Cc1noc(C)c1-c1ccc(C(=O)NC2CCCCC2)c2occc12	-2	21	0.3	-0.3	3	-5	8	i	-2	/
C(=N\Nc1nc2ccccc2[nH]1)/c1cccc2cccnc12	-7	1	12	3.2	1	10	-5	i	0	-11
O=C(O)c1cc(S(=O)(=O)NCc2ccco2)c(Cl)cc1Cl	8	-8	-0.4	0.1	5	-1	6	i	-3	19
COC(=O)C1=C(C)N(Cc2ccccc2)C(=NCCc2ccccn2)N[C@H]1c1cccc(F)c1	0	37*	-1.8	-0.3	1	-2	0	i	-6	59*
CCc1ccc(-c2nc(CN3CCC(C(=O)NCCN(CC)c4ccccc4)CC3)c(C)o2)cc1	-7	4	1.5	-1.2	-3	2	3	i	-7	-7
COc1ccc(C)cc1NC(=O)C1CCCN(S(=O)(=O)c2cnc[nH]2)C1 (stereo unspecified)	-5	-5	-2.0	-0.5	-1	-1	6	i	-16	-12
Cc1ccc(S(=O)(=O)N2CCN(C(=O)C3CCCO3)CC2)cc1 (stereo unspecified)	2	7	-1.0	0.1	0	0	1	i	6	-2
CCCCN(S(=O)(=O)c1ccccc1)S(=O)(=O)c1ccccc1	-3	19	4.4	0.4	3	1	0	i	-2	-12
Cc1ccc(C(=O)CCS(=O)(=O)c2ccc(Cl)cc2)cc1	-4	2	-0.8	-0.3	5	3	-2	i	20*	-8
COc1ccc(N2CC(C(=O)OCC(=O)Nc3cccc(C)c3)CC2=O)cc1 (stereo unspecified)	-1	15	0.3	-0.2	1	0	0	i	3	3
CCOC(=O)Cn1nc(C)c(NC(=O)COc2ccc(C)c(C)c2)c1C	-4	-6	-1.5	-0.1	1	-4	1	i	8	-20

Entries of single compounds from above. Screens in order: NadD block	SKN-1 block	LMPTP inh	TbMetRS inhib	DNMT1 inh	STEP inh	SUMO1 PPI mod	Neddyl block	CendR NRP1 mod	Scp1 inh
Results for O=C(O)c1cc(S(=O)(=O)NCc2ccco2)c(Cl)cc1Cl → 8	-8	-0.4	0.1	5	-1	6	i	-3	19
Results for COc1ccc(N2CC(C(=O)OCC(=O)Nc3cccc(C)c3)CC2=O)cc1 (stereo unspecified) → -1	15	0.3	-0.2	1	0	0	i	3	3
Results for CCc1ccc(-c2nc(CN3CCC(C(=O)NCCN(CC)c4ccccc4)CC3)c(C)o2)cc1 → -7	4	1.5	-1.2	-3	2	3	i	-7	-7
Results for Cc1ccc(C(=O)Nc2cccc3ccccc23)o1 → -10	15	0.9	-0.8	-11	-4	-1	i	7	-7

Next part
Structure	NadD block	SKN-1 block	LMPTP inh	TbMetRS inhib	DNMT1 inh	STEP inh	SUMO1 PPI mod	Neddyl block	CendR NRP1 mod	Scp1 inh
COc1ccc(C(=O)NN=C(Cc2ccccc2)Cc2ccccc2)cc1OC	-3	-1	-0.1	-0.1	4	-1	-3	i	4	-4
COc1cccc(NC(=O)C2CCCN2C(=O)OCc2ccccc2)c1 (stereo unspecified)	3	1	-0.9	-1.7	-1	-1	-1	i	12	-5
Cc1ccc(C(=O)Nc2ccccc2[N+](=O)[O-])cc1S(=O)(=O)N1CCOCC1	-6	1	0.8	-0.4	0	0	-8	i	11	-15
CN(C)c1ccc(NC(=S)NC(=O)/C=C/c2ccc(Cl)cc2)cc1	5	1	0.1	0.1	17	2	-4	i	-5	-2
O=C(N/C(=C/c1cccc([N+](=O)[O-])c1)C(=O)N1CCCCCC1)c1ccco1	0	-7	-1.6	-0.6	1	-1	-26	i	5	4
Cc1ccc(NC(=O)c2oc(=O)c3ccccc3c2-c2ccccc2)c(C)c1	-1	3	1.1	0.4	4	-6	4	i	-1	-10
COc1ccc(-n2c(=S)[nH]c3cc(C(=O)NCc4cccnc4)ccc3c2=O)c(OC)c1	3	4	-0.2	0.7	1	-1	-3	i	5	-6
CCN(CC)S(=O)(=O)c1ccc2nnn(O)c2c1	-8	3	-0.7	-0.9	0	-3	0	i	7	-4
COc1ccc(NC2CCCN(C(=O)c3csc(C(C)C)n3)C2)cc1OC (stereo unspecified)	0	2	7.2	-0.5	0	2	-2	i	-2	1
CC(=O)c1ccc(-c2cccc(-c3nc4ccccn4c3NC3CCCCC3)c2)cc1	2	17	12	-0.4	-21	0	14	+	9	18
OCC1OC(n2cnc3c(NC4CCCC4)ncnc32)C(O)C1O (stereo unspecified)	-2	0	-2.2	-0.4	1	3	0	i	-5	-6
O=C1c2ccccc2C(=O)N1Cc1cc(-c2ccccc2)no1	-2	11	0.3	-0.1	1	0	-9	i	4	-10
CC(=O)c1ccc(-c2cccc([C@H]3[C@@H]4C=CC[C@@H](C)[C@@H]4C(=O)N3Cc3ccccc3)c2)cc1	6	19	7.9	-0.1	-1	1	1	i	-5	-7
Oc1cc2c(cc1CN1CCN(c3cccc(C(F)(F)F)c3)CC1)CCC2	6	-7	4.8	-0.6	0	2	-4	i	5	-2
Clc1ccc(OCCn2ccnc2)c(Br)c1	-3	1	0.6	-0.5	1	1	-1	i	4	-5

Next records
Structure	NadD block	SKN-1 block	LMPTP inh	TbMetRS inhib	DNMT1 inh	STEP inh	SUMO1 PPI mod	Neddyl block	CendR NRP1 mod	Scp1 inh
CC(C)Cc1ccc(C(C)C(=O)Nc2ccccc2O)cc1 (stereo unspecified)	-1	-1	4.2	0.1	0	-1	2	i	3	-7
COc1ccc(-c2csc(N(CCCN(C)C)C(=O)c3ccc(OC)c(OC)c3)n2)cc1	-9	-2	-1.2	-0.1	-1	-1	0	i	5	/
Cc1ccc(S(=O)(=O)N2CCC(C(=O)N3CCC(C(=O)NCc4cccnc4)CC3)CC2)cc1	0	-8	-1.9	-0.8	9	-2	0	i	21	0
COCCC(=O)N1CCC(n2nccc2NC(=O)c2ccccc2C)CC1	-1	3	-0.4	0.1	1	-2	4	i	2	-6
COc1cc(OC)c(NC(=O)c2ccc3c(SCC(=O)O)c4c(nc3c2)CCCC4)cc1Cl	16	2	1.6	0.5	-19	4	9	i	-23	2
CCSC1=C(C#N)C(c2ccc(Cl)cc2)C2=C(CCCC2=O)N1 (stereo unspecified)	-7	-9	0.0	-1.3	6	-5	-2	i	-11	0
COc1ccc(CN2C=C3C(=O)C(C)(OC(=O)CCc4ccccc4)C(=O)C=C3C=C2c2ccc(C#N)cc2)cc1 (stereo unspecified)	22	5	3.6	-0.4	17	2	-14	i	13	-3
CC(C)(CO)N=Cc1c(O)[nH]c2ccccc12	-6	-28	0.1	-0.5	0	-2	-5	i	12	-11
COc1cccc(NC(=S)/C(=C(\[O-])c2ccc([N+](=O)[O-])cc2)[n+]2ccccc2)c1	-3	-15	0.5	0.0	-11	-2	-15	i	19	-1
Cc1ccc(-c2cc(C(=O)n3cnc4ccccc43)c3ccccc3n2)cc1C	13	15	-0.7	-0.9	1	-2	-4	i	2	-2
COc1ccc2sc(N3C(=O)CC(Cc4cccc(C)c4)C3=O)nc2c1 (stereo unspecified)	-7	-2	1.4	-0.5	-6	2	-1	i	-8	-13
Oc1ccc(N2CCN(Cc3ccc(OCCCN4CCCCC4)cc3)CC2)cc1	10	-6	40	0.1	-11	13	-6	i	4	-5
CC(=O)N(Cc1ccco1)C1(C(=O)NC2CCCC2)CCCCC1	-6	-11	-0.3	-0.7	1	-3	0	i	10	-1
Cc1ccsc1C(=O)Nc1nc2ccccc2[nH]1	-1	7	0.5	-1.8	-2	2	4	i	-17	-16
CCCCn1c(O)c(/C=C2\C=NN=C2c2ccccc2)sc1=S	2	4	3.4	-0.4	-6	-1	-6	i	-17	-40

Continued:
Structure	NadD block	SKN-1 block	LMPTP inh	TbMetRS inhib	DNMT1 inh	STEP inh	SUMO1 PPI mod	Neddyl block	CendR NRP1 mod	Scp1 inh
COc1ccc(CCN(Cc2cc3ccc(C)cc3n3nnnc23)C(C)=O)cc1OC	1	0	-1.0	1.2	12	0	-1	i	-3	-7
CC/C(=N/O)C(=O)c1ccc(Br)cc1	3	-7	-0.8	6.2*	-2	-4	-1	i	-2	-5
COc1ccc(C(=O)Nc2sc3c(c2C#N)CCN(C(C)=O)C3)cc1	2	6	0.5	0.1	-6	1	-1	i	-48	-4
Cc1ccc(S(=O)(=O)Nc2ccccc2F)cc1C(=O)OC(C)C(=O)N1CCOCC1 (stereo unspecified)	-1	-11	-0.6	-1.1	1	1	-1	i	-2	0
Cc1nn(C(C)C(=O)NCc2cccs2)c(C)c1[N+](=O)[O-] (stereo unspecified)	-11	-5	-3.8	-0.4	1	0	-7	i	-12	-6
O=C(COC(=O)C1(c2ccc(Cl)cc2)CCCC1)NC1CCS(=O)(=O)C1 (stereo unspecified)	2	-3	1.6	-0.8	7	-2	4	i	-5	-12
CC1(C)CC(=O)c2c(O)c(-c3ccccc3)c(=O)n(-c3ccccc3)c2C1	0	17	-1.0	-0.3	0	1	11	i	10	-8
CC(C)N1CCN(S(=O)(=O)c2ccccc2)CC1	-1	-8	-2.9	-1.1	3	1	0	i	2	-5
O=C(O)c1nn2c(c1Br)NC(c1ccccc1)CC2C(F)(F)F (stereo unspecified)	1	-2	-1.2	0.2	2	0	7	i	5	3
CC(NC(=O)CN(c1ccc(F)cc1)S(C)(=O)=O)c1ccccc1 (stereo unspecified)	3	16	-0.8	0.9	0	1	-3	i	1	-6
CCOc1cc(/C=C2\COc3ccccc3C2=O)ccc1OCC(=O)N(C)C	1	-4	0.8	-0.5	1	1	-4	i	0	35
Cc1ccc(NC(=S)NNC(=O)Cn2nc([N+](=O)[O-])cc2C)cc1	-2	4	-0.1	0.8	-3	-1	-2	i	9	-3
Clc1cc(NC2CCCCC2)ncn1	-1	-6	-1.4	0.1	1	-2	3	i	6	-9
CCN(CC)c1ccc(C(=S)NCc2ccccc2)cc1	-9	-4	-0.1	-0.9	0	7	3	i	7	0
O=C(NCc1cnn(-c2ccc(F)cc2)c1)C1CCC(=O)N(C2CC2)C1 (stereo unspecified)	-2	-23	-0.4	-0.5	0	0	4	i	-6	-5

Source: PubChem BioAssay (several laboratories)
